Compound activity from PubChem BioAssay.
ABHD5 PLIN5 PPI: ABHD5-PLIN5 protein interaction inhibition; hit rate 0.78% among 360,000; Split G. princeps luciferase complementation, luminescence, 4 h; AID 602281; inhibition, % at 4 µM;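 active means inhibition above the mean inhibition across every tested compound plus 3 SD, cut at about 22% in these data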;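 further: 0% = DMSO only wells and the 100% control is not disclosed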
TWEAK Fn14 block: blocks TWEAK-Fn14 interaction in a reporter cell assay. hit rate 2% among 360,000. TWEAK-stimulated Fn14 reporter cells, luciferase luminescence, 8 h. inhibition, % at 10 µM; in the data active means inhibition above about 50%
TROY NFkB inh: TROY signaling inhibition; Q293 LMP1-TROYcd NF-kB luciferase reporter, 4 h; inhibition, % at 10 µM; hit rate 0.98% among 360,000;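 active means compounds whose plate-normalised and pattern-corrected inhibition of the luciferase reporter signal at the single screening dose is 50% or more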
Exocytosis inh: lytic granule exocytosis inhibition; TALL-104 LAMP-1 surface exposure, flow cytometry; cells stimulated with thapsigargin and PMA; inhibition, % at 10 µM; hit rate 0.66% among 360,000; AID 651702;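 active means inhibition above about 55%, limit read from the data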
NCOA2 inhibitor: human SRC2 (NCOA2) inhibition; Q15596; hit rate 0.17% among 370,000; inhibition, % at 9 µM; AID 651957; HEK293 GAL4-SRC2 luciferase reporter, luminescence;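 active means inhibition above the mean inhibition of all tested compounds plus 3 SD, set per campaign, cut at about 52% in these data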;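 further: 0% = DMSO treated cells and 100% = cells given Gossypol at 36 µM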
TLR9-MyD88 inh: inhibitors of human TLR9-MyD88 binding; Q9NR96+Q99836; inhibition, % at 4.98 µM; CHO BLA complementation TLR9-MyD88, CCF4 FRET ratio; hit rate 0.21% among 340,000;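 active means inhibition above the mean over all tested compounds plus 3 SD, cut at about 21% in these data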;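 further: 0% = DMSO only wells and 100% = clavulanate BLA inhibitor control wells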
NCOA1 inh: human NCOA1 inhibition | AID 588354 | Q15788 | HEK293 GAL4-SRC1 luciferase reporter, luminescence | inhibition, % at 3.6 µM | hit rate 0.12% among 360,000;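 active means inhibition above the campaign mean plus 3 SD, with each screening campaign given its own cutoff, cut at about 60% in these data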;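 further: 0% = DMSO treated cells and 100% = gossypol at 36 µM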
SRC3 inh: inhibitors of human steroid receptor coactivator 3 (SRC3). hit rate 0.17% among 360,000. AID 588352. inhibition, % at 3.6 µM. Q9Y6Q9. HEK293 GAL4-SRC3 luciferase reporter, luminescence;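 active means inhibition above a per-campaign cutoff, the mean of all compounds plus 3 SD, cut at about 60% in these data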;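 further: 0% = DMSO-treated cells and 100% = gossypol-treated cells at 36 µM; higher means less SRC3-driven luciferase light from the GAL4 reporter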
Target sequence (Q9Y6Q9 whole entry, looked up, the tested form may be a part): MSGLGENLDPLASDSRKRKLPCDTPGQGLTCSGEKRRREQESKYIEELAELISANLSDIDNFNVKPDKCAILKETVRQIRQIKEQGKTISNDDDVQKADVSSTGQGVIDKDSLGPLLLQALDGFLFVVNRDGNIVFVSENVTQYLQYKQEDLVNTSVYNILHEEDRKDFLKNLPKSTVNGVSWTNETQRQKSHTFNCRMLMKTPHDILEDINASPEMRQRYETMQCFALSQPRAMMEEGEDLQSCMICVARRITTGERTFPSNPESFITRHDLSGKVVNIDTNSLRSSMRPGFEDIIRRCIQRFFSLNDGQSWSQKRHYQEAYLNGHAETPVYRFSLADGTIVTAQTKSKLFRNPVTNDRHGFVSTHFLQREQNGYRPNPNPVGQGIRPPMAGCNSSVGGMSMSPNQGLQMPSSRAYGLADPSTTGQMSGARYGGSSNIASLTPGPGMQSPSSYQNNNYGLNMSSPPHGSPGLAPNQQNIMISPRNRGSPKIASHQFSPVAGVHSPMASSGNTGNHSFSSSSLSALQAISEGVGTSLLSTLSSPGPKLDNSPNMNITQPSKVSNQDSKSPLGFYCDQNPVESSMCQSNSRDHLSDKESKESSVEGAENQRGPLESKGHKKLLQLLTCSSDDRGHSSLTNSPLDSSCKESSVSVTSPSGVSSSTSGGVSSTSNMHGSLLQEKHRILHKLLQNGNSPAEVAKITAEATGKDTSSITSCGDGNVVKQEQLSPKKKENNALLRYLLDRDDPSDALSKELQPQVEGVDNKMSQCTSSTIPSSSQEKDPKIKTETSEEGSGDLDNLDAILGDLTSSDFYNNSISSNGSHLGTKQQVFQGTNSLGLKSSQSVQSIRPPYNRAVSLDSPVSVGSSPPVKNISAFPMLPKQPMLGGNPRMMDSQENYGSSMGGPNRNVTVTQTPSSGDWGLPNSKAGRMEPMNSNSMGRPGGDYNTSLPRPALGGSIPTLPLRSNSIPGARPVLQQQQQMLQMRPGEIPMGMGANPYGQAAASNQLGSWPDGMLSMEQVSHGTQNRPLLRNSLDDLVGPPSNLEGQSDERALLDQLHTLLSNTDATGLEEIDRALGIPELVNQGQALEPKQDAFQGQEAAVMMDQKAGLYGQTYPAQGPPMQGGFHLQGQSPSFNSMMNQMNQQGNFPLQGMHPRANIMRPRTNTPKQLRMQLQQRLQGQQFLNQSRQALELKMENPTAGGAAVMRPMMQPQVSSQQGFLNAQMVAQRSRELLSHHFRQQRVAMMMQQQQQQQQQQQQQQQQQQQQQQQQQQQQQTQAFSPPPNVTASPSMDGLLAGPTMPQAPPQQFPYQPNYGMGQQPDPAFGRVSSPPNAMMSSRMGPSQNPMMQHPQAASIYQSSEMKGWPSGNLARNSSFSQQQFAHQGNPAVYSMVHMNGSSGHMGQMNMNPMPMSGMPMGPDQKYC
COUP-TFII inh: inhibitors of human COUP-TFII (NR2F2); inhibition, % at 8.6 µM; HEK293T NGFI-A luciferase reporter, luminescence; hit rate 0.7% among 370,000; P24468;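 active means inhibition above a per-plate cutoff, mean inhibition of test wells between control levels plus 3 SD, cut at about 38% in these data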;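 further: cells cotransfected with COUP-TFII expression vector driving the NGFI-A reporter; 0% = median of COUP-TF2 test wells and 100% = reporter-only cells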
LRH-1 inv ag: NR5A2 inverse agonism in reporter assay | O00482 | HEK293T StAR-luciferase reporter, LRH-1 transfected, 24 h | inhibition, % at 3.6 µM | hit rate 0.13% among 360,000 | AID 602396;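 active means inhibition above the mean inhibition of all tested compounds plus 3 SD, cut at about 73% in these data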;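 further: 0% = DMSO wells and 100% = reporter-only cells lacking LRH-1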
NOD2 RIPK2 PPI: blocks binding of human NOD2 to RIPK2. inhibition, % at 4.98 µM. O43353. CHO BLA complementation NOD2-RIPK2, CCF4 ratio. hit rate 0.38% among 360,000; in the data active means inhibition above about 21%;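 further: 0% = vehicle only and 100% = reference blocker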
Numbers without * were called inactive; nt = no result given.

entry | mol | ABHD5 PLIN5 PPI | TWEAK Fn14 block | TROY NFkB inh | Exocytosis inh | NCOA2 inhibitor | TLR9-MyD88 inh | NCOA1 inh | SRC3 inh | COUP-TFII inh | LRH-1 inv ag | NOD2 RIPK2 PPI
1 | c1ccc(CCNc2nc3ccccc3s2)cc1 | 5 | -29 | -58 | -2 | -43 | -3 | -65 | -72 | -18 | -60 | -4
2 | Cc1ccc(S(=O)(=O)N2CCOCC2)cc1C(=O)Nc1ccccc1F | 3 | 17 | -6 | -1 | -2 | 9 | -40 | 5 | 0 | 1 | -1
3 | COc1ccc(C2CC(=O)NC(=O)C2)cc1 | 1 | -6 | -2 | 6 | -11 | 2 | 2 | -5 | 2 | 9 | 0
4 | O=[N+]([O-])c1ccc(N/N=C/c2cn(Cc3ccc(F)cc3)c3ccccc23)nc1 | 2 | -30 | -21 | 0 | -21 | 5 | -20 | -6 | -10 | -11 | 0
5 | CN(C)S(=O)(=O)c1ccc(C(=O)Nc2nc(-c3cc4ccccc4o3)cs2)cc1 | 1 | -16 | 51* | 9 | -11 | -7 | -10 | -9 | 35 | 1 | -6
6 | COc1ccc(OC)c(C2C(C(C)=O)=C(O)C(=O)N2c2ccc(O)cc2)c1 (stereo not given) | -7 | -14 | 23 | 1 | 17 | 3 | -3 | 15 | -1 | 0 | -5
7 | O=C(Cc1ccccc1)NCC(=O)N/N=C/c1ccc(Cl)cc1 | 11 | 5 | 14 | -3 | 0 | -1 | -6 | 1 | -4 | -2 | 4
8 | COc1ccc(CCNC(=O)CSc2nc3[nH]ncc3c(=O)n2-c2ccccc2OC)cc1OC | -7 | -11 | -9 | 0 | -4 | 5 | 2 | 9 | 2 | 3 | -5
9 | Cn1c(=O)oc2cc(S(=O)(=O)NCCN3CCCCCC3)ccc21 | 5 | -20 | -2 | 1 | -18 | 4 | -2 | 12 | -18 | 14 | 7
10 | Cc1cc(C)c2c(CN3CCCCCCC3)cc(=O)oc2c1 | 5 | -6 | 8 | 7 | 14 | nt | -10 | -38 | -12 | -14 | -2
11 | CC(NC(=O)c1ccccc1OC(F)F)c1ccc(-n2ccnc2)cc1 (stereo not given) | 9 | -29 | 10 | 0 | -10 | -12 | 10 | 2 | 16 | 14 | -1
12 | O=[N+]([O-])c1cccc(/C([O-])=C(/C(=S)Nc2ccccc2F)[n+]2ccccc2)c1 | -11 | -8 | -40 | -2 | -28 | 1 | -38 | -36 | 1 | -15 | 6
13 | CCN1C(=O)[C@H]2[C@@H](c3ccc(OC)cc3)N3C(=O)CN(CCOC)C(=O)[C@@]3(Cc3ccccc3)[C@H]2C1=O | 2 | 4 | 0 | -5 | 19 | 2 | -11 | 3 | 7 | -3 | -3
14 | CC(C)CCN1CCN(Cc2ccc(C(F)(F)F)cc2)CC1CCO (stereo not given) | 1 | 14 | -8 | -4 | -6 | -4 | 0 | 25 | 16 | 17 | -1
15 | COc1ccc(C=O)cc1Oc1nc(Cl)ncc1F | -3 | 15 | -14 | -3 | -3 | -3 | -10 | -9 | 1 | 6 | 1
16 | COc1ccc(OC)c(NC(=O)Cn2c(CCC(=O)O)ccc2-c2ccccc2)c1 | 6 | -4 | 4 | -6 | 19 | -6 | 8 | 13 | 0 | 20 | -14
17 | CCOC(=O)c1c(NC(C)=O)sc2c(O)c(Br)ccc12 | 5 | 11 | -3 | -4 | -22 | -1 | 3 | -20 | -13 | 15 | -5
18 | COC(=O)C1CSc2[nH]c(=O)sc2C1c1ccccc1 (stereo not given) | -18 | 14 | 12 | 0 | -44 | 6 | 6 | 8 | 8 | 3 | -11
19 | O=C(NCCc1c[nH]c2ccccc12)C(=O)NCC1OCCCN1S(=O)(=O)c1cccs1 (stereo not given) | -2 | 2 | 23 | 6 | -15 | -10 | 5 | 15 | 9 | 9 | -10
20 | CCCCN1CC2=C(C1=O)C(c1ccc(O)cc1)NC(=O)N2C (stereo not given) | -3 | 11 | -5 | -6 | -4 | 1 | -12 | 10 | 0 | 19 | -6
21 | Cc1cccc(CS(=O)(=O)Cc2ccc(C(=O)NC(C)c3ccccc3)o2)c1 (stereo not given) | -5 | 0 | -10 | 14 | -5 | -3 | -6 | 9 | 14 | 7 | 2
22 | N#CCc1nc(CSc2nc3ccccc3s2)cs1 | -3 | -24 | -73 | -2 | -46 | -5 | -40 | -28 | -18 | -13 | -5
23 | Cc1cccc(C(=O)OCc2cc(=O)oc3c(C)c(C)ccc23)c1O | -2 | -34 | -32 | 20 | nt | 0 | 0 | -3 | nt | 12 | -7
24 | Cc1ccc(S(=O)(=O)CCN2CCN(c3ccccn3)CC2)cc1 | 3 | 6 | 0 | -3 | 17 | -7 | 12 | 2 | -3 | -6 | -11
25 | CCOc1ccc(C2NC(=O)c3n[nH]c(C)c32)cc1 (stereo not given) | 3 | -10 | 0 | -1 | -8 | 5 | -5 | -10 | -12 | 25 | 8
26 | O=C(O)c1ccc(N2C(=O)CC(SC(=NCc3ccc4c(c3)OCO4)Nc3ccccc3)C2=O)cc1 (stereo not given) | -7 | 3 | 6 | 46 | 24 | -4 | 2 | 8 | 2 | 3 | -5
27 | C#CCOC(=O)c1ccc(-n2cncn2)nc1 | 2 | -3 | 3 | 0 | -1 | 2 | -7 | 15 | 4 | 13 | -7
28 | O=C(Nc1ccc(F)cc1)NC1(C(=O)NCc2ccco2)CCCCC1 | -2 | 1 | 1 | 8 | -7 | 2 | 6 | 10 | -5 | 5 | -15
29 | COC(=O)c1ccc2[nH]c(CO)c(-c3ccccc3)c2c1 | -3 | 21 | -20 | -10 | -7 | 2 | 1 | 8 | -12 | 9 | -5
30 | CC1(C)CC(=O)C2=C(C1)N(CC1CCCO1)C(=O)C2(O)C(F)(F)F (stereo not given) | 1 | -7 | -22 | 80* | -10 | 10 | 10 | 2 | 10 | 6 | 0
31 | CCCCN1CC[C@H]2C=CC[C@@H](C(=O)N3CCOCC3)[C@H]2C1=O | 3 | 3 | -1 | -8 | 2 | 3 | -2 | -19 | 6 | -17 | 1
32 | Cc1cccn2c(=O)c3cc(S(=O)(=O)c4ccc(F)cc4)c(=N)n(Cc4ccco4)c3nc12 | 20 | 56* | 6 | 4 | 4 | 1 | -28 | 6 | -3 | -4 | -4
33 | Cc1ccccc1S(=O)(=O)Cc1ccc(C(=O)NCCN2CCCCC2C)o1 (stereo not given) | 1 | -12 | -8 | 5 | -7 | -1 | -18 | 2 | 8 | -12 | -1
34 | O=C(CCNC(=O)c1ccco1)Nc1ccc(Cl)cc1 | -2 | -11 | -14 | 7 | -11 | 1 | -5 | 21 | 18 | -10 | 2
35 | CCN1CCCC1CNC(=O)c1ccc2c(c1)N(Cc1cccc(Cl)c1)C(=O)c1ccccc1S2(=O)=O (stereo not given) | 8 | 12 | -17 | 4 | -27 | 2 | -32 | -10 | -3 | -36 | -4
36 | CCOC(=O)CNC(=O)N1CCCC(C(=O)c2cccc(Cl)c2)C1 (stereo not given) | 1 | 0 | -5 | -2 | -45 | -10 | -3 | 16 | -9 | 0 | -2
37 | Cc1cccc(NS(=O)(=O)c2c(C)[nH]c(C)c2C(=O)N2CCCC2)c1 | -3 | 0 | -3 | 0 | -28 | 0 | -8 | 1 | -19 | -1 | -11
38 | O=c1c2ccccc2nnn1CSc1ccc2c(c1)OCCO2 | -13 | 26 | -15 | -2 | -42 | 1 | -112 | -106 | -61 | -142 | 16
39 | O=C(Nc1cccc(C(F)(F)F)c1)c1cc(-c2ccc(F)cc2)on1 | -5 | -25 | -18 | 2 | -18 | 7 | 14 | 4 | 20 | 17 | -4
40 | CC(OC(=O)c1ccccc1C(=O)O)c1ccccc1 (stereo not given) | -3 | 19 | 7 | -6 | -18 | -5 | -17 | 1 | 6 | -3 | -3
41 | CN(Cc1nc(Cc2ccccc2F)no1)CC1(N2CCOCC2)CCCCC1 | -5 | 2 | 5 | 4 | 9 | -11 | -12 | 0 | -12 | 13 | 1
42 | COCCN(CC(=O)Nc1cccc(C)c1C)C(=O)C1CCN(S(=O)(=O)c2ccccc2)CC1 | 5 | 3 | -11 | 0 | -11 | -13 | 3 | 4 | -19 | 7 | 7
43 | CCOc1ccc(NC(=O)c2nccnc2CO)cc1 | -2 | -5 | -22 | -4 | -46 | -10 | -68 | -82 | -30 | -109 | 5
44 | CC(=O)NS(=O)(=O)c1ccc2c(c1)C(=O)c1cc(S(=O)(=O)NC(C)=O)ccc1-2 | -35 | 21 | -3 | 5 | -18 | -4 | 11 | 4 | -6 | 1 | 6
45 | O=C(NCCCN1CCN(Cc2ccccc2)CC1)C1CCN(S(=O)(=O)N2CCCC2)CC1 | 11 | 3 | -13 | 2 | -8 | -9 | 7 | 9 | 11 | 8 | -7
46 | CCCN1C(=O)c2cc(C(=O)NCc3ccc(OC)cc3)ccc2C1O (stereo not given) | -1 | -5 | -18 | -3 | -13 | 1 | 12 | 6 | 27 | 2 | 2
47 | c1ccc2c(c1)ncn2CCC1CCCCC1 | -2 | 7 | -13 | -2 | 5 | -1 | -2 | -3 | 11 | -6 | 8
48 | CC/C(=N\NC(=O)c1cc(C)oc1C)c1ccc(OC(F)F)cc1 | 10 | 13 | -21 | -4 | -34 | 5 | -27 | -44 | -25 | -21 | -8
49 | Cc1cc(=O)[nH]c(Nc2cccc(Br)c2)n1 | 8 | 46 | 24 | -6 | 32 | -8 | 42 | 37 | 33 | 10 | -15
50 | COc1ccc(CC(=O)NC(C)c2ccc3ccccc3c2)cc1 (stereo not given) | -1 | -3 | 2 | 9 | -6 | -4 | -39 | 7 | -3 | 0 | -9
51 | COc1ccccc1NC(=O)NCCc1c[nH]c2ccccc12 | 5 | -6 | 21 | 2 | -4 | -7 | 4 | 21 | -6 | 0 | -4
52 | Cc1ccc(NC(=O)Cn2sc3nc(C)cc(C)c3c2=O)c(Cl)c1 | 65* | 9 | 13 | 81* | -1 | 9 | 0 | 3 | -6 | 3 | 21*
53 | O=C(C[n+]1cccc(CNC(=O)c2ccc(OC(F)F)cc2)c1)Nc1ccc(F)cc1 | 11 | 6 | 1 | 0 | 3 | 7 | -16 | 17 | -10 | 6 | 2
54 | CCN1C(=O)[C@H]2[C@@H](c3ccc(-c4cc(C(C)=O)cs4)cc3)N3CCC[C@@]3(C(=O)OC)[C@H]2C1=O | 8 | -3 | 10 | -3 | 8 | -4 | -8 | -4 | 1 | 0 | -13
55 | C/C(CC(=O)Nc1ccc(C)c(Cl)c1)=N\NC(=O)Cc1ccccc1 | 16 | -1 | -7 | -4 | -12 | -1 | 12 | 3 | -1 | -29 | -4
56 | COC(=O)NCc1cc2cc(Cl)ccc2[nH]1 | 0 | 14 | -9 | 0 | 17 | -7 | 9 | -6 | 23 | 7 | -1
57 | COc1cc(C)nc(NS(=O)(=O)c2ccccc2)n1 | -2 | -2 | -7 | -8 | -10 | 2 | -49 | -19 | -3 | 27 | -4

The list is partial. The share of hits here may be higher or lower than overall.
